High-throughput results deposited in PubChem BioAssay by NCI.
yeast mec2-1: NCI yeast anticancer drug screen, S. cerevisiae mec2-1 strain | % growth inhibition at 50 µM | 79,000 compounds, 9% hits;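 note: 0% = growth of vehicle-only cultures of the same strain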
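Compounds were applied to mec2-1 yeast cells. Their growth was then compared with that of vehicle-treated cultures to give growth inhibition.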
cln2 rad14: NCI yeast anticancer drug screen, S. cerevisiae cln2 rad14 strain | 78,000 compounds, 8.3% hits | growth inhibition, % at 50 µM;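 note: 0% = growth of vehicle-only cultures of the same strain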
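cln2 rad14 yeast strain; compound exposure; growth inhibition read vs vehicle controls.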
yeast mlh1 rad18: NCI yeast anticancer drug screen, S. cerevisiae mlh1 rad18 strain; growth inhibition, % at 50 µM; 79,000 compounds, 11% hits; AID 175, 2004;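 note: 0% = growth of vehicle-only cultures of the same strain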
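Genetically defined yeast (DNA repair-deficient) exposed to compounds; growth inhibition determined relative to vehicle.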
yeast rad50: NCI yeast anticancer drug screen, S. cerevisiae rad50 strain | % growth inhibition at 50 µM | 79,000 compounds, 10% hits | AID 155, 2004;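 note: 0% = growth of vehicle-only cultures of the same strain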
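Inhibition values express reduced yeast growth in compound-treated cultures relative to vehicle-treated controls.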
sgs1 mgt1: NCI yeast anticancer drug screen, S. cerevisiae sgs1 mgt1 strain | AID 161, 2004 | 78,000 compounds, 10% hits | growth inhibition, % at 50 µM;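 note: 0% = growth of vehicle-only cultures of the same strain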
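Yeast cells carrying a defined DNA-repair defect were exposed to test compounds. Growth inhibition was measured relative to vehicle-treated controls.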
bub3: NCI yeast anticancer drug screen, S. cerevisiae bub3 mutant strain; AID 167, 2004; growth inhibition, % at 50 µM; 78,000 compounds, 9.9% hits;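 note: 0% = growth of vehicle-only cultures of the same strain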
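Growth of a checkpoint-deficient yeast mutant is measured after compound exposure. Values represent inhibition relative to vehicle.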
Active calls of the source: *; & = joins results of further samples. Cut-off read from the data, not from the text of the source: active = growth inhibition above about 70%; inactive = the rest.

Values run as follows: cln2 rad14, sgs1 mgt1, yeast rad50, yeast mlh1 rad18, yeast mec2-1, bub3
CC(C)C1=CC23CCC4C(C)(C(=O)O)CCCC4(C)C2CC1C1C(=O)N(c2ccccc2)C(=O)C13 (stereo not given)
    0.7, 1.6, -7.5, 8.7, -3.9, -40.0
COc1cccc(-c2cc(=O)c3cc(N4CCN(C)CC4)ccc3[nH]2)c1
    -5.0, -29.4, -24.8, -34.4, -17.4, -32.6
Cc1ccccc1CC(=O)O
    3.3, -10.3, 12.2, -0.3, -7.1, -27.9
O=C(O)c1c(Cl)c(Cl)c(Cl)c(Cl)c1-c1c2ccc(=O)cc-2oc2cc(O)ccc12
    91.2*, 90.5*, 86.7*, 86.2*, 92.0*, 90.1*
CCCCOC(=O)CC(CC(=O)OCCCC)(OC(C)=O)C(=O)OCCCC
    -28.8, -10.2, -26.2, -5.5, -7.5, -6.8
Cc1cc([N+](=O)[O-])c(NC2CCCCC2)c([N+](=O)[O-])c1
    -7.3, 20.0, -6.7, 2.2, 24.9, 40.8
O=c1c(SCc2ccccc2)c(N2CCCCC2)cnn1-c1ccccc1
    30.4, 2.1, 15.5, 5.5, -4.4, 5.0
Cc1c[nH]c(=O)n(CC(=O)C2(O)CCC3C4CCC5=CC(=O)CCC5(C)C4CCC32C)c1=O (stereo not given)
    13.2, -10.9, 5.2, -1.4, -4.5, -0.6
O=c1[nH]c(=S)[nH]c2c1sc(=S)n2-c1ccccc1
    -16.4, -5.3, -20.1, -10.6, -37.1, -10.8
OCCN(CCO)c1cc(/C=C/c2cccc3ccccc23)nc2ccccc12
    3.9, 39.6, 56.9, 37.4, 11.3, -6.5
Cc1ccc(NP(=O)(Nc2ccc(C)cc2)c2ccc([N+](=O)[O-])cc2)cc1
    92.1*, 92.7*, 93.2*, 95.6*, 94.2*, 85.3*
O=C(O)CSc1nc(-c2nc3ccccc3s2)cn1-c1ccc(F)cc1
    23.0, -4.2, 0.5, 26.6, -6.4, -0.7
Cc1ccccc1NC(=O)Oc1ccc(Cl)cc1C(=O)c1ccccc1
    24.4, 18.7, -0.1, 11.4, -27.4, 21.2
Cc1nc(N)c(=O)[nH]c1C
    4.2, 17.1, 6.0, 0.4, 4.8, 2.0
O=C(O)CNCc1ccccc1
    -4.5, 14.6, 2.9, -15.3, 22.5, 16.4

Of the compounds above, 2 have an aryl thioether with sulfur outside any ring.
Values run as follows: cln2 rad14, sgs1 mgt1, yeast rad50, yeast mlh1 rad18, yeast mec2-1, bub3
O=c1c(SCc2ccccc2)c(N2CCCCC2)cnn1-c1ccccc1
    30.4, 2.1, 15.5, 5.5, -4.4, 5.0
O=C(O)CSc1nc(-c2nc3ccccc3s2)cn1-c1ccc(F)cc1
    23.0, -4.2, 0.5, 26.6, -6.4, -0.7

Next section:
Values run as follows: cln2 rad14, sgs1 mgt1, yeast rad50, yeast mlh1 rad18, yeast mec2-1, bub3
CSC(=Nc1nnc(-c2ccc([N+](=O)[O-])cc2)s1)SC
    -11.6, -23.6, 8.3, -47.0, 1.2, -5.5
O=C(c1ccccc1)c1c(-c2ccccc2)c(C(=O)c2ccccc2)n2ccccc12
    -21.3, -19.1, 11.2, -4.0, -5.0, 1.9
CC1(C)C=Cc2c(ccc(C(=O)Cc3ccccc3)c2O)O1
    -8.1, 26.4, 24.1, 23.1, 17.4, 16.0
CC(CO)CC1CCC(C(C)(C)C)CC1 (stereo not given)
    12.6, 1.8, 7.5, 1.8, 8.5, 7.5
CCOC(=O)Cc1csc2[n+]1C(=O)/C(=C/c1ccc(OC)c(OC)c1)S2
    93.0*, 94.2*, 95.2*, 93.0*, 94.2*, 95.7*
CC1(C)S[C@@H]2[C@H](NC(=O)C3(N)CCCCC3)C(=O)N2[C@H]1C(=O)O
    -5.7, 7.8, -11.8, -11.8, -29.1, -59.6
ClCCOC(c1ccc(Cl)cc1)c1ccc(Cl)cc1
    -12.9, -4.5, -1.6, 19.8, 3.5, 0.5
O=C(OCc1ccccc1)C(Cc1c[nH]c2ccccc12)n1cnc2ccccc2c1=O (stereo not given)
    36.4, 26.4, 46.8, 5.8, 32.9, 29.9
CCCCCCCCCCCCO
    -4.7, 60.8, 64.4, 76.4*, 42.0, 2.9
COc1cccc(C(=O)O)c1O
    -8.8, -15.3, -16.9, -7.7, -11.8, -19.9
CCOC(=O)CNC(=O)CNC(=O)CNC(=O)CN
    -20.4, 15.8, 0.1, -16.6, 2.5, -3.9
CCCCCCCCCCCCCCCC(=O)OCCCC
    -91.7, 8.6, 11.8, 28.1, -27.1, -29.3
CCCCOC(=O)Nc1ccccc1OCC
    -48.4, -0.3, 6.7, -11.2, -19.8, -20.5
c1ccc(C2CCCN2)cc1 (stereo not given)
    6.2, -11.0, 6.0, 4.0, -12.4, -1.4
O=S(=O)(SC1=NCCN1)c1ccc2ccccc2c1
    6.7, -15.1, -2.8, -41.5, -5.2, -3.0

Structures listed so far that have a Cl atom:
Values run as follows: cln2 rad14, sgs1 mgt1, yeast rad50, yeast mlh1 rad18, yeast mec2-1, bub3
O=C(O)c1c(Cl)c(Cl)c(Cl)c(Cl)c1-c1c2ccc(=O)cc-2oc2cc(O)ccc12
    91.2*, 90.5*, 86.7*, 86.2*, 92.0*, 90.1*
Cc1ccccc1NC(=O)Oc1ccc(Cl)cc1C(=O)c1ccccc1
    24.4, 18.7, -0.1, 11.4, -27.4, 21.2
ClCCOC(c1ccc(Cl)cc1)c1ccc(Cl)cc1
    -12.9, -4.5, -1.6, 19.8, 3.5, 0.5

Other records follow:
Values run as follows: cln2 rad14, sgs1 mgt1, yeast rad50, yeast mlh1 rad18, yeast mec2-1, bub3
CN(C)C1=NN(Cc2ccccc2)C(=O)C1
    12.2, 6.8, 0.8, 6.2, -17.1, 1.6
O=c1ccc(=O)n(-c2ccc(Cl)cc2)[nH]1
    23.4, -12.7, -8.1, -9.9, -21.8, -6.0
c1ccc2c3c([nH]c2c1)CCCC3
    -31.4, -10.2, -1.6, -1.2, 1.2, 11.5
O=C(Nc1ccccc1)c1ccccc1Cl
    2.8, 0.3, 24.5, 12.3, -0.1, -3.0
COc1ccc(OC(=O)c2ccccc2)c2c1C(=O)C=CC2=O
    51.5, 90.2*, 92.7*, 67.8, 84.2*, 76.8*
OCC1CC(c2ccccn2)CN(Cc2ccccc2)C1 (stereo not given)
    -43.3, 8.2, -16.6, 22.6, 19.8, 10.9
O=C(O)c1c(CN2CCOCC2)c(O)c(O)c(O)c1CN1CCOCC1
    -2.3, -7.1, -1.2, 5.5, 0.1, 1.3
CC(=O)c1ccc(C(=O)NCCCc2c(C)nc(N)[nH]c2=O)cc1
    1.9, 8.2, 8.2, 19.1, 11.2, 11.4
COC(=O)C1=NC(=S)N=C(C(=O)OC)C1(C)C(=O)c1ccc(Cl)cc1
    17.2, -14.9, -2.5, 4.3, 2.6, 2.8
COC(=O)c1ccc([N+](=O)[O-])o1
    23.2, 76.8*, 70.7*, 72.3*, 46.4, 62.1
N#C/C(=C/NC(N)=S)C(N)=O
    14.6, -16.4, -25.6, 20.7, 10.3, -27.1
CCCCCNc1ccnc(=O)[nH]1
    -39.5, 2.0, 11.8, -12.7, 6.8, -12.9
Cc1c2cc[n+]([O-])cc2c(C)c2c1oc1ccccc12
    50.8, 42.4, 50.5, 55.1, 46.6, 95.2*
COc1ccc([N+](=O)[O-])c2c1CONC2(C)C(=O)O (stereo not given)
    -5.0, 8.2, 8.9, 16.2, 16.2, 3.8
C=CCOC(=O)Cn1ccc(=O)[nH]c1=O
    5.2, -4.8, -24.5, -18.7, -30.9, -24.0

For convenience, part of the list above:
Values run as follows: cln2 rad14, sgs1 mgt1, yeast rad50, yeast mlh1 rad18, yeast mec2-1, bub3
CN(C)C1=NN(Cc2ccccc2)C(=O)C1
    12.2, 6.8, 0.8, 6.2, -17.1, 1.6
O=c1ccc(=O)n(-c2ccc(Cl)cc2)[nH]1
    23.4, -12.7, -8.1, -9.9, -21.8, -6.0
c1ccc2c3c([nH]c2c1)CCCC3
    -31.4, -10.2, -1.6, -1.2, 1.2, 11.5

Additional entries follow:
Values run as follows: cln2 rad14, sgs1 mgt1, yeast rad50, yeast mlh1 rad18, yeast mec2-1, bub3
Cc1cc(F)ccc1O
    1.6, -7.2, -3.2, -28.3, -15.4, 15.4
N#CC1=C(Nc2ccccc2Cl)SC(c2c(Cl)cccc2Cl)NC1=O (stereo not given)
    7.7, 2.0, -10.9, -6.8, -13.6, -17.2
O=c1oc2c3ccc4ccccc4c3n(CCN3CCOCC3)c2c2ccccc12
    2.4, -29.6, 19.1, -3.9, -3.6, -19.9
O=C1NC(=O)c2cc([N+](=O)[O-])ccc21
    55.0&-1.9, 17.0&5.3, 0.9&6.7, -14.6&11.3, 3.5&-21.9, 34.4&-0.3
CCCCNC(=O)c1ccc2c(c1)C(=O)N(CCCC)C2=O
    6.2, 18.1, 25.6, 12.2, 4.4, 12.1
COc1ccc(-c2nc(SCc3ccc(Cl)cc3)[nH]c(=O)c2CCO)cc1
    3.1, -4.5, 32.3, 10.4, -7.8, -3.5
O=S1(=O)NC(=NC2CCCC2)c2ccccc21
    -35.8, -3.5, 0.7, 1.1, -12.4, -7.8
CCCCCCCCCCCC1=C(O)C(=O)C(Cl)=C(O)C1=O
    4.3, 18.5, 20.4, 27.1, 2.5, -14.2
CCOC(=O)C1=C(C(C)=O)C(c2ccc(OC)c(OC)c2)C(C(C)=O)=C(C(=O)OCC)N1
    35.0, 8.9, 35.5, 8.6, 12.9, -5.0
CCCC(=O)Oc1ccc(C(C)(C)c2ccccc2)cc1
    -43.5, 10.1, -20.1, 3.3, -2.0, 64.8
CCCCCCCCSCC(=O)O
    -26.4, 13.6, 18.9, 24.4, 27.2, 13.5
CC1C=C(Br)C(=O)C(n2cnc3c(=O)n(C)c(=O)n(C)c32)O1 (stereo not given)
    8.0, 18.8, 24.1, 34.0, 13.5, 10.9
O=C(CC1Sc2ccccc2NC1=O)Nc1cc(Cl)ccc1Cl (stereo not given)
    25.3, -4.5, -2.6, -1.4, -18.3, 8.7
Cc1cc(C)c(C(=O)OCCN(C)C)c(C)c1
    -5.2, 9.9, 10.8, -0.6, 2.0, 0.5
O=C1CC2CCCC23CC2(CCN13)OCCO2 (stereo not given)
    -27.4, -0.3, -3.1, 6.3, 0.7, -2.3

Values run as follows: cln2 rad14, sgs1 mgt1, yeast rad50, yeast mlh1 rad18, yeast mec2-1, bub3
O=C(OCc1ccccc1)C1CCCN1C(=O)C(CSC(c1ccccc1)(c1ccccc1)c1ccccc1)NC(c1ccccc1)(c1ccccc1)c1ccccc1 (stereo not given)
    -11.3, -0.8, -5.5, 24.6, -1.4, -7.5
C[n+]1c(-c2cccc(OCCOCCOc3cccc(-c4c5cc(N)ccc5c5ccc(N)cc5[n+]4C)c3)c2)c2cc(N)ccc2c2ccc(N)cc21
    62.9, 81.3*, 85.5*, 86.5*, 82.7*, 78.8*
Cc1ccc(NC(=O)Oc2ccc(Cl)cc2Cl)cc1NC(=O)Oc1ccc(Cl)cc1Cl
    -13.1, -13.3, -20.1, -42.7, -1.1, -3.2
CCOC(=O)c1cn2ccccc2c(C(=O)c2cccnc2)c1=N
    53.2, 0.5, -2.8, -21.0, -5.4, -8.6
CC1OC(O)CC(NC(=O)C(F)(F)F)C1O (stereo not given)
    -21.9, 9.7, 3.6, -0.1, -4.3, -1.1
CC1=C(C(=O)NCc2ccccc2)C(c2ccc(C3C(C(=O)NCc4ccccc4)=C(C)NC(C)=C3C(=O)NCc3ccccc3)cc2)C(C(=O)NCc2ccccc2)=C(C)N1
    3.4, 23.7, 39.3, 21.8, 33.7, 33.2
CN1C(c2ccccc2)=C(C#N)C(=O)CC(c2ccco2)N1C (stereo not given)
    10.9, 4.7, 4.3, 13.1, -4.4, 11.0
CC(=O)OC1CCC2(C)C3CCC4(C)C(C(C)CCCC(C)C)CCC4C3CCC23OC13C (stereo not given)
    -19.2, 72.7*, 31.9, 35.7, 6.2, -8.1
Oc1ccc(Cl)c(O)c1
    0.9, -3.6, 30.1, 21.7, -0.6, -6.0
COc1ccc(N2C(=O)/C(=C\c3ccc(N(CCC#N)CCC#N)cc3)N=C2COc2ccccc2)cc1
    8.7, 4.5, 0.8, 1.3, -2.2, -1.4
COc1ccc(S(=O)(=O)O)cc1N=N/C(=N/Nc1cc(S(=O)(=O)O)ccc1OC)C(=O)Nc1ccccc1
    33.0, -2.1, 6.6, 10.1, 6.6, -11.6
CCC(=C(C#N)C#N)c1cc(OC)c(OC)c(OC)c1
    -16.2, -24.2, -43.0, -13.8, -31.8, -26.5
c1ccc(C2OC3(CCC[C@H]4C[C@H]43)O[C@H]2c2ccccc2)cc1 (stereo not given in full)
    6.3, 5.0, 36.1, 11.4, -13.8, 14.3

The order is random. About 14% of those tested had a hit in this group.
